Screening results: PubChem, Broad Institute
INS-1E GSIS act: primary screen for activators of insulin secretion dependent on glucose, INS-1E cells, GLuc reporter luminescence; INS-1E GLuc reporter insulin secretion, 2-3 h; activation, % at 16.6 µM; 370,000 tested, 0.61% active; AID 743287;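 active means lowest replicate activation of at least 40%, so every replicate reaches that level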;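 further: 0% = median of neutral control wells and 100% = median of IBMX positive control wells; some compounds called inactive have numbers as strong as hits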
miR-122 sensor: inhibitors of miR-122 in Huh7 cells; Huh7 miR-122 Renilla luciferase sensor, 48 h; neutral wells = 0, positive control = 100; activation (reporter increase), % at 12.5 µM; 340,000 tested, 0.3% active; AID 602342;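 active means mean replicate activation score at least 90 and every replicate individually at or above 90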;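 further: higher luciferase means less miR-122 activity so hits act as miR-122 inhibitors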
Statin myotox sup: suppression of simvastatin myotoxicity; C2C12 myotubes + simvastatin, ATP luminescence, 48 h; scaled: DMSO 0, geranylgeraniol control 100; rescue of ATP level, % at 7.49 µM; 330,000 tested, 0.78% active;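 active means mean ATP rescue above about 67%, or every replicate alone reaching that limit, limit read from the data, passing the limit was not always enough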;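 further: myotubes were challenged with 10 µM simvastatin during compound exposure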
FN deposit inh: fibronectin deposition inhibition | AID 743247 | AH1F fibroblasts, Alexa488-fibronectin deposition fluorescence, overnight | inhibition, % at 12.6 µM | 350,000 tested, 0.086% active;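 active means mean inhibition across replicates of 30% or more, regardless of how many single replicates reach that level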;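 further: positive control wells lacked labelled fibronectin entirely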
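test system = AH1F fibroblasts assembling fluorescent fibronectin matrix | quantity = 10000 AH1F cells per well | buffer or medium = DMEM plus 2% serum, read in PBS | doses = single dose, pinned | incubation = 1 h cell attachment, overnight exposure to compound and label | detection = fluorescence at 485 nm excitation, 525 nm emission | read-out basis = inhibition from reduced deposited-fibronectin fluorescence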
CFTR F508del cor: CFTR F508del correction in bronchial cells | CFBE cells, YFP halide quenching; stimulated with forskolin plus potentiator P3; % fluorescence drop versus neutral controls | activity (quench increase), % at 7.58 µM | 350,000 tested, 0.36% active;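 active means mean added fluorescence quench of at least 8% versus neutral control, with both replicates also reaching 8%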;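 further: cells transiently co-express mutant CFTR-F508del with the halide-sensitive YFP; corrector assay measuring rescue of mutant channel to the surface after 24 h compound exposure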
PGC1a acetyl inh: PGC1a acetylation modulation, inhibitor mode | 350,000 tested, 0.17% active | inhibition, % at 15.6 µM | U2OS PGC1a acetylation, AlphaScreen anti-acetyl-lysine; with virally co-expressed GCN5 acetyltransferase;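 active means every replicate shows inhibition of at least 40%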;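 further: 0% = neutral control wells and 100% = positive control wells; some results beyond the cut were filed as inactive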
Cneo AK release: Cryptococcus neoformans lysis via adenylate kinase release. C. neoformans lysis, adenylate kinase release luminescence, 4 h; normalised: neutral wells 0, clomiphene wells 100. lysis activity, % at 15 µM. 360,000 tested, 0.2% active. AID 651654;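 active means mean lysis activity across replicates of at least 80%, whatever share of replicates individually reach that level; inactive means mean lysis activity below 80%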
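Material – log-phase Cryptococcus neoformans yeast cells · Input – 5 × 10^6 yeast cells/mL · Medium – fresh YPD growth medium · Doses – single compound concentration per well · Timing – static 4 h at 37 °C with compound, 1 h detection · Detection – adenylate kinase release luminescence · Read-out – signal increase indicating cell lysis · Control set – Clomiphene as positive lysis control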
PglD DTNB: inhibitors of Campylobacter jejuni PglD acetyltransferase; purified PglD enzyme, DTNB colorimetric CoA detection; inhibition, % at 12.5 µM; 360,000 tested, 0.098% active; in the data active means inhibition above about 16%, passing the limit was not always enough; further: strong numbers were not always called active
* = called active by the depositor; · = no result given; [ ] = remark or other dose.

canonical_smiles,Cneo AK release,FN deposit inh,INS-1E GSIS act,miR-122 sensor,CFTR F508del cor,PGC1a acetyl inh,PglD DTNB,Statin myotox sup
CCCC(=O)NCCc1nc2ccccc2n1CC(=O)c1ccccc1,-1,-4,23,-4,·,2,1,6
C[C@@H]1CN([C@@H](C)CO)C(=O)Cc2cc(NC(=O)CCC(F)(F)F)ccc2O[C@@H]1CN(C)Cc1ccc(Oc2ccccc2)cc1,-1,12,-22,-1[16.7 µM],0.1,-8,3,-12
Cc1c(NC(=O)C(C)OC(=O)c2cc(Cl)ccc2O)c(=O)n(-c2ccccc2)n1C (stereo not given),1,-2,5,-6,2.3,3,5,·
C[C@@H]1CN([C@@H](C)CO)C(=O)c2cc(-c3ccc(F)cc3)cnc2O[C@H]1CN(C)CC1CCCCC1,1,-4,15,-10[16.7 µM],1.2,-6,3,-4
O=C1CC(c2cccc([N+](=O)[O-])c2)c2c(ccc3ccccc23)N1 (stereo not given),1,·,·,28,·,-28,2,34
CCCN(C)C[C@H]1OCCCC[C@@H](C)Oc2ccc(NS(=O)(=O)c3ccc(F)cc3)cc2C(=O)N([C@@H](C)CO)C[C@H]1C,-5,-4,2,-2[16.7 µM],-0.5,9,3,18
O=c1c(-c2ccnn2-c2ccc(F)cc2)cnc2n1CCS2,-1,1,·,-1,·,-15,-1,2
Cc1cccc(N2CCN(C(=O)CN3C(=O)NC(C)(C)C3=O)CC2)c1C,·,10,2,·,-1.0,5,·,·
O=C(O)C[C@@H]1CC[C@H](NC(=O)c2ccccc2F)[C@@H](CO)O1,0,-2,8,·,0.4,4,1,-1
CCN(CC)C(NC(=O)c1ccccc1)C(=O)c1ccccc1 (stereo not given),0,·,·,-5,·,15,6,9
C[C@@H]1CN([C@@H](C)CO)C(=O)c2cc(NC(=O)Nc3cccc4ccccc34)ccc2O[C@@H]1CN(C)Cc1ccc2c(c1)OCO2,58,·,-32,10[16.7 µM],3.1,-13,11,19
O=C(/C=C/c1ccc2c(c1)OCO2)Nc1nc(-c2ccccc2)cs1,-1,·,·,0,·,-6,-2,-6
O=C(c1cccc(F)c1)N1CCCCN2[C@H](C1)[C@@H](c1ccc(-c3cncnc3)cc1)[C@@H]2CO,46,·,29,6[16.7 µM],3.8,4,-5,-10
C[C@@H]1CCCCO[C@@H](CN(C)CC2CCCCC2)[C@H](C)CN([C@H](C)CO)C(=O)c2cc(NC(=O)C3CCCCC3)ccc2O1,4,·,-9,2[16.7 µM],-1.4,25,-1,·
CN1C(=O)c2cc(NC(=O)c3cccc(F)c3)ccc2OC[C@H]2O[C@@H](CC(=O)N3CCc4ccccc4C3)CC[C@@H]21,4,13,-9,16[16.7 µM],0.4,-6,-3,47
O=C1NC(c2ccc3c(c2)OCO3)Oc2ccccc21 (stereo not given),-1,·,11,6,·,-6,0,8
COc1ccc(-n2nnc3c(SCC(=O)NCc4ccco4)ncnc32)cc1,-2,·,·,-5,·,-2,-5,10
COc1ccc(NC(=S)N2CCC(NC(=O)c3ccco3)CC2)cc1,1,9,12,4,-2.1,3,-1,-62
Cc1cccc(OCCCC(=O)NC(C)C)c1,8,·,·,-1,·,-1,-1,-3
CCCn1c(-c2ccc(OC)cc2)nc2ccccc21,7,2,·,2,·,8,-2,-115
CO[C@@H]1CN(C)C(=O)c2cc(NS(=O)(=O)c3ccccc3)ccc2OC[C@@H](C)N(Cc2cccnc2)C[C@@H]1C,-7,-3,·,·,-0.6,·,2,10
Cc1ccc(S(=O)(=O)N/N=C\c2ccc3c(c2)OCO3)c(C)c1,1,·,8,-2,-1.0,-2,6,·
O=C1ON=C(c2ccc(Cl)c([N+](=O)[O-])c2)/C1=C/c1cccc([N+](=O)[O-])c1O,2,-6,1,·,-4.9,·,0,12
CC(C)(C)c1ccc(C(=O)NCc2ccco2)cc1,-2,-9,·,0,-0.1,2,-2,-15
O=C(NCC(O)c1nc2ccccc2[nH]1)c1cc([N+](=O)[O-])ccc1F (stereo not given),-25,5,12,-8,1.5,1,2,-6
COc1ccc(NC(=O)N(C)C[C@@H]2OCCCC[C@H](C)Oc3ccc(NC(=O)CCC(F)(F)F)cc3C(=O)N([C@H](C)CO)C[C@H]2C)cc1,-3,·,-7,-7[16.7 µM],4.0,-2,1,-26
COc1ccc(CCNc2ncnc3c2c(C)c(C)n3CCO)cc1OC,-3,1,20,-19,1.5,13,0,-7
Cc1ccc(S(=O)(=O)Nc2ccc3c(c2)C(=O)N([C@@H](C)CO)C[C@H](C)[C@H](CN(C)S(=O)(=O)c2c(C)noc2C)O3)cc1,-2,·,-1,-5[16.7 µM],-0.9,-10,0,9
CCC(CC)C(=O)N1CC(=O)Nc2ccc(F)cc2C1c1ccc(F)cc1 (stereo not given),3,-9,-14,-1,1.9,-8,0,0
COc1ccc(NC(=O)Cc2ccc(Cl)cc2Cl)cn1,-2,0,-5,-1,0.1,-3,-1,·
CCCN(C#N)c1nc(NCC)nc(NC(C)C)n1,3,·,·,-3,·,12,-1,14
O=C(CSc1ccc2nnc(-c3ccc(Cl)cc3)n2n1)N1CCc2ccccc21,-1,4,15,-1,2.8,5,6,·
Cc1ccc(C(=O)c2ccccc2C(=O)OCC(=O)NCC2CCCO2)cc1 (stereo not given),·,5,·,-7,3.4,1,·,3
Cc1cc(NC(=O)C(C)Oc2ccc(C(C)(C)C)cc2)no1 (stereo not given),5,-8,15,1,2.4,·,0,-2
CO[C@@H]1CN(C)C(=O)c2cc(NC(=O)c3nc4ccccc4s3)ccc2OC[C@H](C)N(Cc2ccncc2)C[C@@H]1C,-10,10,-40,24[16.7 µM],·,·,2,30
CCC(=O)N(C)C[C@H]1Oc2cc(C#CCN(C)C)ccc2S(=O)(=O)N([C@@H](C)CO)C[C@H]1C,0,-7,10,19[16.7 µM],0.6,9,-4,-6
COC(=O)[C@H]1[C@H](CO)[C@H]2Cn3c(ccc(-c4cccc(F)c4)c3=O)[C@H]2N1Cc1ccccn1,3,·,-10,4[16.7 µM],-1.9,·,-1,-13
Fc1ccccc1N1CCN(CCCc2ccccc2)CC1,0,4,-4,·,-0.1,·,1,32
C[C@@H](NC(=O)c1[nH]cnc1C(=O)Nc1nccs1)c1ccccc1,-1,6,12,-2,1.9,-2,-1,-4
O=C(NC1CCCN(Cc2ccc(Cl)cc2)C1)c1ccccc1C(F)(F)F (stereo not given),0,1,-8,-5,0.4,47*,2,-11
Cc1ccc(NC(CNS(=O)(=O)c2ccc(Cl)cc2)c2ccccc2)cc1 (stereo not given),0,·,·,14,·,-1,-11,16
CCN1C(c2ccccc2)C(C)C(=O)C(C)C1c1ccccc1 (stereo not given),-1,·,·,3,·,-20,2,-8
COCc1ccc(C(=O)N2CCCC(N3CCN(c4cccc(Cl)c4)CC3)C2)s1 (stereo not given),7,0,-10,-5,-1.3,10,-6,-1
COc1cccc(C(=O)O/N=C2\CCS(=O)(=O)c3sccc32)c1,·,-3,3,·,-2.6,-5,·,·
COc1ccc(N(CC(=O)NCc2ccccc2OC)S(=O)(=O)c2c(C)nn(C)c2C)cc1,0,0,-3,9,0.3,5,1,3
O=C(N/N=C/c1ccc(O)c(O)c1)N/N=C/c1ccc(O)c(O)c1,0,2,0,·,2.3,·,-6,-2
C[C@@H]1CN([C@H](C)CO)C(=O)c2cccc(NS(=O)(=O)c3cccs3)c2O[C@H]1CN(C)CC1CCCCC1,4,-15,-1,32[16.7 µM],-2.7,·,1,1
C[C@H]1CCC(=O)N([C@H](CN=[N+]=[N-])Cc2ccccc2)CC1,-1,-8,0,·,2.2,·,-2,3
COc1ccccc1NC(=O)C(C)OC(=O)Cn1cnc2c1c(=O)n(C)c(=O)n2C (stereo not given),·,4,9,1,-1.6,·,·,-5
COc1ccc(CN(C)C[C@@H]2OCCCC[C@H](C)Oc3ccc(NC(=O)c4ccncc4)cc3C(=O)N([C@@H](C)CO)C[C@H]2C)cc1,·,3,9,·,-0.5,8,·,·
CO[C@H]1CN(C)C(=O)c2ccc(NC(=O)Nc3c(C)noc3C)cc2OC[C@@H](C)N(CC2CC2)C[C@H]1C,-5,5,6,·,0.5,-3,10,-42
OC(COc1ccc(Br)cc1)CN1CCOCC1 (stereo not given),1,·,·,-10,·,15,-4,15
CCN(CC(=O)Nc1ccccc1C(F)(F)F)C(=O)c1ccccc1Cc1ccccc1,-1,-9,-28,4,-0.3,·,0,4
O=C1COc2ccc(C(=O)COC(=O)c3c(F)cccc3Cl)cc2N1,-4,2,11,·,-4.0,·,2,14
COc1cccc(C2NC(=O)c3ccccc3O2)c1OCc1ccccc1F (stereo not given),2,-16,-8,-2,2.4,9,5,-10
CN(C(=O)c1ccc(NC(=O)Cc2cccc(NC(=O)C3CCCN(C(=O)C4CCCCC4)C3)c2)cc1)C1CCCC1 (stereo not given),0,4,6,·,1.3,·,2,2

(more compounds)
canonical_smiles,Cneo AK release,FN deposit inh,INS-1E GSIS act,miR-122 sensor,CFTR F508del cor,PGC1a acetyl inh,PglD DTNB,Statin myotox sup
CC(C)NC(=O)C(=O)Nc1ccc2c(c1)N(S(=O)(=O)c1cccs1)CCC2,2,11,5,-1,-1.5,·,4,4
Cc1ccc(S(=O)(=O)N2CCC(C(=O)N3CCc4ccccc43)CC2)cc1,8,·,-17,·,-0.7,·,2,1
CC(C)CC#Cc1ccc2c(c1)O[C@H](CN(C)C(=O)C1CCCCC1)[C@H](C)CN([C@@H](C)CO)S2(=O)=O,2,2,17,-12[16.7 µM],-2.0,10,-1,-22
CC(=O)c1cc(Cl)ccc1OCC(=O)NC1CCCC1,·,8,39,·,3.4,·,·,8
